Bioassay records (PubChem BioAssay)
Yfh1-off respiration: enhancers of respiration in Yfh1-depleted yeast, dose response, Friedreich's ataxia, plus single-dose screen (AID 1465) | one-dose fold induction at 50 µM; EC50 in µM for titrated hits | actives 0.074% (n = 220,000) | S. cerevisiae Yfh1-off respiration, WST-1 reduction, 72 h; higher fold induction means a stronger effect;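 active means fold induction of absorbance versus untreated yeast above a set limit, then at least 30% activation at any dose in follow-up; inconclusive means repeats straddling the limit, or above it without dose testing; inactive means fold induction below the set limit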;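 further: activators that raise dye reduction in frataxin-depleted yeast; strong numbers were not always called active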
GPR35 arrestin U2OS: GPR35 antagonists blocking zaprinast-driven arrestin recruitment, primary screen, imaging, U2OS, beta-arrestin-GFP, zaprinast agonist (AID 2058) | G-protein coupled receptor 35 (Homo sapiens) | U2OS GPR35 beta-arrestin-GFP translocation imaging, zaprinast antagonism; higher % means a stronger effect | inhibition, % at 10 µM, or IC50 in µM where a hit was titrated | actives 0.052% (n = 290,000);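 active means inhibition of at least 50% with at least 30 cells and total cytoplasm GFP at most 10,000,000; inconclusive means under 30 cells or total GFP of 10,000,000 plus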
GPR55 activation: GPR55 agonists via beta-arrestin recruitment, primary screen, imaging, U2OS cells, beta-arrestin-GFP redistribution (AID 1961); U2OS GPR55 beta-arrestin-GFP redistribution imaging; higher % means a stronger effect; actives 0.048% (n = 290,000); G-protein coupled receptor 55 (Homo sapiens); one-dose activation, % at 10 µM; EC50 in µM for titrated hits;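 active means activation above 40% with more than 50 cells counted in the well; inconclusive means wells holding fewer than 50 cells, flagged as toxic or sparse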;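 further: U2OS osteosarcoma cells stably expressing GPR55 and beta-arrestin-GFP; plate controls were DMSO negative control for no effect and LPI positive control for full effect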
Dengue-2 NS5 capping: Dengue-2 NS5 methyltransferase inhibitors, primary screen, biochemical, confirmation dose response (AID 588689). Genome polyprotein (Dengue virus type 2 (strain 16681-PDK53)). Dengue-2 NS5 methyltransferase capping enzyme assay, biochemical; higher % means a stronger effect. one-dose inhibition, % at 25 µM; IC50 in µM for titrated hits. actives 0.3% (n = 340,000); in the data active means a potency from the dose series; inconclusive means inhibition above about 29% without an active follow-up result
NTR1 agonist: agonists of NTR1, primary screen, imaging, U2OS cells, beta-arrestin-GFP, high content (AID 493036) | NTR1-U2OS beta-arrestin-GFP spot imaging, agonist mode | activation, % at 20 µM | actives 0.17% (n = 330,000);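 active means activation at or above 40% of the spot to cytoplasm intensity ratio, with at least 20 cells analyzed; inconclusive means wells under 20 cells, flagged as cytotoxic or low count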;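 further: 0% = DMSO without peptide and 100% = 100 nM NTR1 peptide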
Target sequence (P30989 whole entry, looked up): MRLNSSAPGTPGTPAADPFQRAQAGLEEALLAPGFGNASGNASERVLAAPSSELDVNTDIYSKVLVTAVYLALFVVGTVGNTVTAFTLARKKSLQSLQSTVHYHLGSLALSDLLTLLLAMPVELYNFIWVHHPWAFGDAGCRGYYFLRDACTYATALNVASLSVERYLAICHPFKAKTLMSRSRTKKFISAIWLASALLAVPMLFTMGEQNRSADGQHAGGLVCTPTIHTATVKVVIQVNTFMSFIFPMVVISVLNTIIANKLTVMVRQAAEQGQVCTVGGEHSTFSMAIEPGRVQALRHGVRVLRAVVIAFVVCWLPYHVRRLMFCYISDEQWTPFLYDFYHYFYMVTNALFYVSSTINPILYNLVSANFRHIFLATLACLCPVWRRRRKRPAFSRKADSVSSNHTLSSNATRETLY
AID2073: inhibitors of Mint1-CaV2.2 protein interaction, biochemical, HTRF (AID 2073) | Voltage-dependent N-type calcium channel subunit alpha-1B (Homo sapiens) | HTRF protein-protein interaction, Mint1-CaV2.2; higher % means a stronger effect | one-dose inhibition, % at 20 µM; IC50 in µM for titrated hits | actives 0.19% (n = 290,000); in the data active means inhibition mostly above about 51%, no sharp cut-off; inconclusive means no clear call, values can overlap the other calls; inactive means mostly below about 53%; further: some results filed as inactive read as strong as hits
GPR55 LPI antagonism: GPR55 antagonists blocking LPI-driven arrestin recruitment, primary screen, imaging, U2OS, beta-arrestin-GFP, LPI agonist (AID 2013) | actives 0.13% (n = 290,000) | U2OS GPR55 beta-arrestin-GFP translocation imaging, LPI antagonism; higher % means a stronger effect | inhibition, % at 10 µM, or IC50 in µM where a hit was titrated;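 active means spots per cell inhibited over 60%, with over 100 cells counted and total cytoplasm intensity under 500,000; inconclusive means wells with under 100 cells, flagged as likely toxic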;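 further: U2OS cells stably carrying GPR55 and arrestin-GFP stimulated by 5 µM LPI near EC80; imaged beta-arrestin-GFP aggregate spots per cell after agonist stimulation; plate controls were LPI-stimulated DMSO wells for no effect and DMSO wells without LPI for full effect; some results filed as inactive read as strong as hits; confirmed hits need IC50 under 10 µM and bright autofluorescent wells are also inconclusive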
Large T inhibition: SV40 large T antigen inhibitors, biochemical (AID 1903); SV40 large T antigen ATPase/helicase inhibition assay; higher % means a stronger effect; one-dose inhibition, % at 20 µM; IC50 in µM for titrated hits; actives 0.39% (n = 310,000); in the data active means a potency from the dose series; inconclusive means inhibition mostly from about 32% at the one dose, without a potency; inactive means the rest, 99 in 100 with inhibition below about 32%; further: strong numbers were not always called active
MgcRacGAP inhibition: MgcRacGAP GTPase-activating activity inhibitors, confirmation, biochemical, ADP Hunter fluorescence; one-dose inhibition, % at 30 µM; IC50 in µM for titrated hits; actives 0.6% (n = 340,000); Rac GTPase-activating protein 1 (Homo sapiens); MgcRacGAP-stimulated Rac1 GTP hydrolysis, ADP Hunter fluorescence; higher % means a stronger effect; GST-tagged Rac1 F28L mutant substrate;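 active means first-screen hits whose inhibition reached a set limit at any dose in the follow-up dose series; inconclusive means inhibition above the set first-screen limit but never retested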;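 further: fluorescence reports GDP produced by GAP-driven GTP hydrolysis; strong numbers were not always called active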
NTR1 agonist cell count 20 µM: second read-out of NTR1 agonist, no call of its own (marks repeat the call); cell count; measured here: cell count, cytotoxicity flag
Dengue-2 NS5 capping pilot replicate: recorded beside Dengue-2 NS5 capping, whose call it bears; inhibition, %; measured here: pilot screen replicate inhibition
Numbers without * were called inactive; i = inactive; ? = inconclusive; / = no result given.

SMILES | Yfh1-off respiration | GPR35 arrestin U2OS | GPR55 activation | Dengue-2 NS5 capping | NTR1 agonist | NTR1 agonist cell count 20 µM | AID2073 | GPR55 LPI antagonism | Large T inhibition | MgcRacGAP inhibition | others
COc1cccc(Nc2ncnc3sc(C)cc23)c1 | / | 4% | -0.1% | -4% | 0.9 | 48 | 11% | -17% | 6% | 12%
CC(=C/c1ccccc1)/C=N/NC(=O)c1ccccn1 | i | -2% | 0.3% | / | -0.6 | 61 | 10% | 5% | 13% | /
CC(CCc1ccccc1)NC(=O)Cc1cccs1 (stereo unspecified) | i | 10% | -0.1% | -11% | -0.3 | 50 | 18% | 0% | 12% | -1%
COc1ccc(-n2c(O)c(C=Nc3ccccc3)c3ccccc3c2=O)cc1OC | i | 1% | 0.2% | 5% | 3.3 | 65 | 26% | -10% | 6% | 13%
Cc1cccc(N=Nc2c(O)[nH]c3ccc(Br)cc23)c1 | / | -8% | 0.2% | 2% | 13 | 92 | 10% | 7% | 24% | 6%
NC(=O)C1CCN(c2ncnc3c2c(-c2ccccc2)cn3-c2ccccc2)CC1 | i | -10% | -0.2% | -1% | 9.8 | 53 | -6% | 6% | 12% | 1%
O=C(NC1CCCCC1)N1CCN(C2CCCCC2)CC1 | i | 5% | 0.0% | -2% | -0.1 | 62 | 8% | 19% | -2% | 4%
C=CCC(CC(O)COCCC)C(=O)NNC(=S)Nc1ccccc1 (stereo unspecified) | i | -8% | -0.2% | 2% | 0.9 | 66 | -18% | -5% | 19% | 7%
Cn1cc(/C=N/NC(=O)c2ccccc2O)c2ccccc21 | / | -16% | 0.0% | -1% | 0.8 | 39 | 16% | 2% | 16% | 8%
CC1=C(/C=C/C(C)=N\NC(=O)c2ccncc2)C(C)(C)CCC1 | i | 22% | -0.2% | -4% | 1.2 | 37 | -5% | -5% | -12% | 0%
O=c1cnnc(Nc2cccc(C(F)(F)F)c2)[nH]1 | i | -7% | 0.3% | 3% | 0.6 | 22 | 2% | -5% | 6% | 6%
CCCCOC(=O)CSc1nnc(N)s1 | i | 7% | -0.2% | -1% | 0.3 | 71 | -9% | 1% | 21% | -1%
O=S(=O)(Nc1cccc(-c2nnco2)c1)c1ccc(Cl)cc1 | i | -2% | 1.4% | -7% | 0.9 | 50 | 8% | -3% | 16% | 0%
CCOC(=O)C1CCN(C(=O)CN2C(=O)C(C(C)C)Oc3ccccc32)CC1 (stereo unspecified) | / | 0% | -0.2% | 1% | -1.4 | 49 | -2% | -7% | -21% | -3%
COc1ccc(CNC(=O)C(=O)NCC2OCCN2S(=O)(=O)c2cccs2)cc1 (stereo unspecified) | i | 7% | -0.3% | -6% | 0.4 | 92 | 28% | 2% | 11% | 5%
COc1ccccc1N1CCN(C(=O)c2ccc3c(=O)n(Cc4ccco4)c(=S)[nH]c3c2)CC1 | i | -2% | 1.6% | 5% | 1.4 | 104 | -27% | 29% | -4% | 4%
Cc1cccc(OCC(=O)OC(C)C(=O)Nc2ccc(Cl)cn2)c1 (stereo unspecified) | / | / | / | -1% | -0.9 | 75 | / | / | 3% | 7%
Cc1nnc(SCC(=O)Nc2sccc2C#N)s1 | / | 6% | -0.2% | -3% | 1.0 | 65 | 8% | 8% | 6% | 8%
O=C(NCCc1ccccc1)c1ccc([N+](=O)[O-])cc1 | / | -14% | -0.1% | 2% | -0.1 | 80 | -5% | 0% | -2% | 5%
CCCCC(Sc1nc(C)c(Cc2ccccc2)c(=O)[nH]1)C(=O)O (stereo unspecified) | / | -7% | 0.4% | 3% | 0.3 | 63 | 18% | -15% | 0% | 11% | Dengue-2 NS5 capping pilot replicate=-2.5
CCC1C(=O)NCCN1C(=O)c1cccc(OC2CCN(S(=O)(=O)N(C)C)CC2)c1 (stereo unspecified) | / | 5% | -0.1% | 0% | 1.4 | 55 | 7% | 12% | -2% | 9%
COc1ccccc1CN1CCNC(=O)C1CC(=O)NCCc1cnccn1 (stereo unspecified) | i | 3% | 0.1% | -4% | -0.5 | 58 | 5% | 6% | 19% | 4%
CCOC(=O)N1CCC(NC(=O)CCS(=O)(=O)c2ccc3c(c2)CCN3C(=O)CC)CC1 | i | -5% | 0.5% | -6% | -0.2 | 46 | -10% | 4% | 20% | 6%
COc1ccc(NC(=O)CNC(=O)Cn2c(C)cc3ccccc3c2=O)c(OC)c1 | i | 8% | 1.2% | 0% | -1.8 | 55 | -1% | 12% | 4% | 9%
O=c1c2cc(Cl)cc(Cl)c2nc2n1CCC2 | i | 2% | -0.4% | -7% | 0.1 | 51 | -2% | -3% | 8% | 6%
O=C(NCCCN1CCOCC1)c1ccc(CSCc2cccc(Cl)c2)o1 | i | -9% | -0.3% | 1% | 0.4 | 57 | 2% | 11% | 2% | 13%
CNC(=O)NC(=O)CSc1ncc(C(F)(F)F)cc1Cl | i | -2% | -0.1% | -6% | 2.3 | 67 | 23% | -5% | 17% | 7%
COc1ccc2c(c1)C(=O)CC(c1ccc3c(c1)OCCO3)O2 (stereo unspecified) | / | 6% | -0.1% | -7% | 0.5 | 74 | -8% | -10% | 12% | 3%
CCOCCCn1cnc2c3cc(F)ccc3n(C)c2c1=O | i | 6% | -0.2% | -5% | -0.2 | 54 | 1% | -1% | 8% | 9%
COc1ccccc1NS(=O)(=O)c1cc(C(=O)N2CC(C)CC(C)C2)ccc1C (stereo unspecified) | i | 6% | 0.0% | 8% | 12 | 95 | 5% | 9% | 5% | -7%
Cc1ccc(NC(=S)N(C)C)cc1C | i | -12% | -0.1% | / | 5.1 | 66 | -15% | -3% | 7% | /
O=C1c2cccc3cccc(c23)C(=O)N1c1ccc2ncccc2c1 | i | -3% | 0.1% | 9% | 7.0 | 84 | 19% | 8% | 7% | 1%
O=C1Nc2cccnc2N(C(=O)CCl)c2ccccc21 | / | 0% | -0.1% | -1% | 0.9 | 96 | 2% | 4% | 5% | 5%
O=C(c1cccnc1)N1CCN(Cc2ccc3ccccc3c2)CC1 | / | -6% | 0.3% | 6% | -1.6 | 99 | -6% | 17% | 13% | 23%
O=C(CCCNS(=O)(=O)c1ccc(Cl)c(Cl)c1)NCCc1ccccn1 | i | 10% | -0.3% | -2% | -1.3 | 61 | 1% | -13% | 15% | 2%
COc1cc(CCC(=O)OCC(=O)Nc2ccc(F)c(F)c2)cc(OC)c1OC | / | -5% | -0.2% | -2% | 1.8 | 43 | 14% | -5% | 2% | 8%
Cc1ccc(-n2c(SCC(=O)N3CCCCC3)nc(O)cc2=O)cc1 | i | 8% | 0.3% | 10% | -1.1 | 48 | 8% | 16% | 14% | 12%
CCCCN1c2ccccc2N(CCCO)c2cc(C)nnc21 | i | 9% | -0.1% | 1% | 0.1 | 54 | 21% | -7% | 2% | 12%
COC(=O)CC1(c2ccc(OC)cc2)C(=O)c2ccccc2C1=O | i | 9% | -0.1% | 7% | 0.8 | 62 | 2% | 8% | 3% | 6%
Cn1c(=O)c2cc(S(=O)(=O)NC(C(=O)NC3CCCCC3)c3ccccc3)ccc2n(C)c1=O (stereo unspecified) | i | 4% | -0.1% | 1% | / | / | 1% | 2% | 4% | 1%
CSCCC(NC(=O)/C(=C/c1ccco1)NC(=O)c1ccc(Br)o1)C(=O)O (stereo unspecified) | / | -7% | -0.1% | 10% | -0.9 | 12 | 6% | 3% | 21% | 0%
COc1ccc(CN(Cc2ccc(C(=O)O)cc2)C(=S)Nc2cccc(C)c2)cc1OC | i | 3% | -0.6% | -7% | 0.7 | 59 | -5% | 0% | 0% | -11%
O=C(c1cc([N+](=O)[O-])ccc1N1CCOCC1)N1CCN(c2ccccc2)CC1 | / | 5% | -0.1% | -12% | 1.7 | 54 | -1% | -15% | 15% | 8%
Cc1occc1C(=O)N1CCCC(Nc2ccc(C(C)C)cc2)C1 (stereo unspecified) | / | -2% | 0.3% | 1% | 1.1 | 50 | 4% | 7% | 17% | 8%
CC(=O)c1ccc(NC(=O)c2ccc3nc(-c4ccco4)c(-c4ccco4)nc3c2)cc1 | ? | 5% | -0.2% | ? | 7.1 | 67 | ? | 14% | ? | ?
CS(=O)(=O)N1CCN(CCN2C(=O)c3cccc4cccc(c34)C2=O)CC1 | i | 0% | 0.4% | 1% | -1.2 | 53 | 4% | 2% | -4% | 6%
O=C(N/N=C/c1ccccc1)c1[nH]ncc1Br | i | -13% | 1.1% | -2% | -0.5 | 38 | 20% | -13% | 10% | -9%
COc1ccccc1OCC(O)CN1C(=O)NC(C)(C)C1=O (stereo unspecified) | i | -2% | 0.3% | 0% | 0.9 | 63 | 1% | 4% | -3% | 7%

A draw from above in order of SMILES length, smallest number first.
SMILES | Yfh1-off respiration | GPR35 arrestin U2OS | GPR55 activation | Dengue-2 NS5 capping | NTR1 agonist | NTR1 agonist cell count 20 µM | AID2073 | GPR55 LPI antagonism | Large T inhibition | MgcRacGAP inhibition | others
O=C1Nc2cccnc2N(C(=O)CCl)c2ccccc21 | / | 0% | -0.1% | -1% | 0.9 | 96 | 2% | 4% | 5% | 5%
COc1ccccc1OCC(O)CN1C(=O)NC(C)(C)C1=O (stereo unspecified) | i | -2% | 0.3% | 0% | 0.9 | 63 | 1% | 4% | -3% | 7%
O=C(c1cccnc1)N1CCN(Cc2ccc3ccccc3c2)CC1 | / | -6% | 0.3% | 6% | -1.6 | 99 | -6% | 17% | 13% | 23%
CSCCC(NC(=O)/C(=C/c1ccco1)NC(=O)c1ccc(Br)o1)C(=O)O (stereo unspecified) | / | -7% | -0.1% | 10% | -0.9 | 12 | 6% | 3% | 21% | 0%
CC(=O)c1ccc(NC(=O)c2ccc3nc(-c4ccco4)c(-c4ccco4)nc3c2)cc1 | ? | 5% | -0.2% | ? | 7.1 | 67 | ? | 14% | ? | ?
